# Rac1 GTP hydrolysis = MgcRacGAP GTPase-activating activity inhibitors, confirmation, biochemical, ADP Hunter fluorescence; MgcRacGAP-stimulated Rac1 GTP hydrolysis, ADP Hunter fluorescence; higher % means a stronger effect; GST-tagged Rac1 F28L mutant substrate; inhibition, % at 30 µM; hits with a dose series show IC50 in µM; actives 0.6% (n = 340,000);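 active = first-screen hits whose inhibition reached a set limit at any dose in the follow-up dose series; inconclusive = inhibition above the set first-screen limit but never retested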;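 also: fluorescence reports GDP produced by GAP-driven GTP hydrolysis; strong numbers were not always called active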
# LYP inhibition = PTPN22 lymphoid phosphatase activity blockers – biochemical, fluorescence intensity, uHTS (AID 1779); actives 0.054% (n = 290,000); recombinant LYP phosphatase, fluorescence intensity; higher % means a stronger effect; inhibition, % at 11.5 µM; hits with a dose series show IC50 in µM; in the data active = inhibition above about 50%;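 also: plate controls were vehicle with enzyme for no effect and no enzyme for full effect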
# NTR1 ag = agonists of NTR1, primary screen, imaging, U2OS cells, beta-arrestin-GFP, high content (AID 493036); P30989; NTR1-U2OS beta-arrestin-GFP spot imaging, agonist mode; activation, % at 20 µM; actives 0.17% (n = 330,000);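 active = activation at or above 40% of the spot to cytoplasm intensity ratio, with at least 20 cells analyzed; inconclusive = wells under 20 cells, flagged as cytotoxic or low count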;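 also: 0% = DMSO without peptide and 100% = 100 nM NTR1 peptide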
# Target sequence (P30989 whole entry, looked up): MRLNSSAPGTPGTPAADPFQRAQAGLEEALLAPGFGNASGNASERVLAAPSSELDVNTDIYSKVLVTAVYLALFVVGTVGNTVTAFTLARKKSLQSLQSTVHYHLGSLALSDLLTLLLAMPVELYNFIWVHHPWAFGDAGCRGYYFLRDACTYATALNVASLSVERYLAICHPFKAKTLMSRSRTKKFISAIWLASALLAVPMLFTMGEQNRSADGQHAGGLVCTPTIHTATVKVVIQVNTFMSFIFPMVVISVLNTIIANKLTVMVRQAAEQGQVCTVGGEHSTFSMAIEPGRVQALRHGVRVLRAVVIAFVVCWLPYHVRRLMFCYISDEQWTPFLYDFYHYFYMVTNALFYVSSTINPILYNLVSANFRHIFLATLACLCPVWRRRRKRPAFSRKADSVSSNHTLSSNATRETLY
# GPR55 LPI antagonism = inhibition of LPI-stimulated GPR55 beta-arrestin translocation – imaging, U2OS, beta-arrestin-GFP, LPI agonist, primary screen (AID 2013) | U2OS GPR55 beta-arrestin-GFP translocation imaging, LPI antagonism; higher % means a stronger effect | inhibition, % at 10 µM; hits with a dose series show IC50 in µM | actives 0.13% (n = 290,000);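 active = spots per cell inhibited over 60%, with over 100 cells counted and total cytoplasm intensity under 500,000; inconclusive = wells with under 100 cells, flagged as likely toxic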;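 also: U2OS cells stably carrying GPR55 and arrestin-GFP stimulated by 5 µM LPI near EC80; imaged beta-arrestin-GFP aggregate spots per cell after agonist stimulation; plate controls were LPI-stimulated DMSO wells for no effect and DMSO wells without LPI for full effect; some results filed as inactive read as strong as hits; confirmed hits need IC50 under 10 µM and bright autofluorescent wells are also inconclusive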
# SIAH1 antagonists = Siah-1 peptide-binding antagonists, primary screen, biochemical, fluorescence polarization, rhodamine-plectin, uHTS (AID 1817) | Siah-1 / rhodamine-plectin peptide fluorescence polarization; higher % means a stronger effect | displacement, % at 20 µM, or IC50 in µM where a hit was titrated | actives 0.02% (n = 290,000);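 active = displacement of at least 50% at 20 µM, with a fluorescence ratio check between 0.3 and a set limit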;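 also: plate controls were Siah plus tracer with DMSO for no effect and tracer alone without Siah for full effect; strong numbers were not always called active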
# Salmonella PhoP GFP = PhoP-dependent GFP reporter repression – Salmonella Typhimurium, primary screen (AID 1863); S. Typhimurium PhoP-regulated promoter GFP reporter, 4 h; higher % means a stronger effect; one-dose inhibition, % at 50 µM; IC50 in µM for titrated hits; actives 0.16% (n = 300,000);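 active = inhibition over 29.93%, a cutoff 3 SD above the screen mean, later confirmed by dose response; inconclusive = inhibition over 29.93% but no dose response follow-up; inactive = inhibition at most 29.93% or unconfirmed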;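 also: 0% = low Mg2+ inducing control and 100% = high Mg2+ repressing control; strong numbers were not always called active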
# Myeloid diff 2 = myeloid differentiation induction; ER-HoxA9 myeloid progenitors, lysozyme-GFP differentiation, flow cytometry; calls only at 10 µM; actives 1% (n = 360,000); AID 624256;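 active = normalized GFP-positive differentiation at or above the plate's own cutoff, the solvent-only control mean plus 3 SD; inconclusive = no clear call, values can overlap the other calls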;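 also: cells exposed to compound for four days before flow analysis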
# HIV fusion peptide = inhibitors of HIV fusion peptide binding, primary screen, biochemical, uHTS, fluorescence dequenching (AID 1986); cell-free peptide binding, fluorescence dequenching, 30 min; higher % means a stronger effect; inhibition, % at 20 µM, or IC50 in µM where a hit was titrated; actives 0.3% (n = 290,000); in the data active = inhibition mostly above about 52%, no sharp cut-off; inactive = mostly below about 76%; also: some results filed as inactive read as strong as hits
# GPR35 arrestin U2OS = GPR35 antagonists blocking zaprinast-driven arrestin recruitment, primary screen, imaging, U2OS, beta-arrestin-GFP, zaprinast agonist (AID 2058) | U2OS GPR35 beta-arrestin-GFP translocation imaging, zaprinast antagonism; higher % means a stronger effect | actives 0.052% (n = 290,000) | inhibition, % at 10 µM, or IC50 in µM where a hit was titrated;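 active = inhibition of at least 50% with at least 30 cells and total cytoplasm GFP at most 10,000,000; inconclusive = under 30 cells or total GFP of 10,000,000 plus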
# NTR1 ag cell count 20 µM = second read-out of NTR1 ag, no call of its own (marks repeat the call); cell count; measured here: cell count, cytotoxicity flag
# Myeloid diff 2 GFP+ MAC1+ % = recorded beside Myeloid diff 2, whose call it bears; GFP+ MAC1+ double positive, %; measured here: differentiation confirmed by MAC1 staining
# Active calls of the source: *; i = inactive; ? = inconclusive; nt = no result given.
SMILES,Rac1 GTP hydrolysis,LYP inhibition,NTR1 ag,NTR1 ag cell count 20 µM,GPR55 LPI antagonism,SIAH1 antagonists,Salmonella PhoP GFP,Myeloid diff 2,Myeloid diff 2 GFP+ MAC1+ %,HIV fusion peptide,GPR35 arrestin U2OS
CN(C(=O)c1ccc(Br)o1)C1CCS(=O)(=O)C1 (centres undefined),7%,-11%,-1.6,36,-4%,-3%,2%,i,0.5,0.1%,1%
CC(=O)OCC(=O)[C@@]12OC(C)(C)O[C@@H]1C[C@H]1[C@@H]3C[C@H](F)C4=CC(=O)C=C[C@]4(C)[C@@]3(F)[C@@H](O)C[C@@]12C,nt,-1%,-0.6,56,8%,-9%,-5%,nt,nt,-1.2%,19%
Cc1cccc(C(=O)c2cn[nH]c2-c2ccc(C)cc2O)c1,5%,-5%,1.0,81,6%,4%,-8%,i,0.4,-0.7%,-14%
CCCCN(C)C(=O)c1nc2ccccn2c1CNCCCn1ncc2ccccc21,5%,-6%,0.9,52,-1%,5%,1%,i,0.5,-1.6%,17%
CN1CCC(N2CCN(c3cccc(C(F)(F)F)c3)CC2)CC1,5%,-5%,-0.7,33,9%,7%,3%,i,8.2,-1.9%,11%
COc1ccc(Br)cc1CNC(=O)C1CCCN(c2nc3ccccc3o2)C1 (centres undefined),4%,-9%,1.0,77,-12%,-2%,-19%,i,9.7,8.3%,20%
COc1cccc2cc(C(=O)NCc3ccco3)c(=Nc3ccc(C(=O)O)cc3)oc12,6%,-6%,2.0,48,-2%,-2%,8%,i,3.2,-2.0%,3%
O=C(CNCc1ccccc1)NCCCN1CCCC1=O,24%,-10%,1.3,94,9%,7%,7%,i,0.9,2.0%,-11%
Cc1cc(/C=C2/NC(=O)NC2=O)c(C)n1-c1ccccn1,-2%,-1%,1.7,60,10%,6%,-7%,i,0.5,6.8%,10%
COc1ccccc1OCCCC(=O)NCc1ccco1,2%,-8%,1.6,74,1%,-1%,-3%,i,0.7,-0.6%,2%
O=C(Nc1ccc(F)cc1F)C1CCCN(c2ncnc3c2nc2n3CCCCC2)C1 (centres undefined),14%,-5%,2.2,57,2%,-2%,1%,i,0.6,-1.0%,-12%
COCCn1cc(C(=O)NCCN(C)C)c2c3ccccc3n(C)c2c1=O,-1%,-6%,0.3,69,-5%,2%,-3%,i,1.6,0.8%,-10%
CN(C)c1nc(C(=O)OCCO)nc(N(C)C)n1,3%,-1%,-0.4,78,6%,4%,11%,i,0.7,-0.5%,1%
Cc1ccc(NC(=O)c2ccsc2)cc1NS(C)(=O)=O,5%,-9%,-0.8,90,-6%,-6%,6%,i,0.1,-1.8%,-7%
O=C(COC(=O)CN1C(=O)c2ccccc2C1=O)Nc1ccc(S(=O)(=O)N2CCCC2)cc1,11%,-11%,1.4,60,-1%,1%,10%,i,1.6,-0.4%,0%
CCn1c(C)cc(/C=C2\NC(=O)N(Cc3ccccc3)C2=O)c1C,3%,-4%,1.3,68,-6%,1%,-3%,i,0.9,-3.0%,-3%
Cc1ccc(S(=O)(=O)N2CCCOC2CNC(=O)C(=O)NCc2ccccc2C)cc1 (centres undefined),4%,-9%,0.2,39,22%,-5%,11%,i,4.5,-0.1%,10%
O=[N+]([O-])c1cccnc1SCc1ccccc1,-7%,-5%,-0.2,58,15%,3%,-2%,i,0.2,0.3%,17%
O=C(Nc1cccc(C(=O)N2CCCCC2)c1)c1ccc(Cl)cc1,9%,-9%,2.4,64,0%,1%,-1%,i,0.5,-1.0%,-13%
Cc1nc2ncnn2c(C)c1CCC(=O)NCCC1=CCCCC1,2%,-5%,2.5,86,-1%,-2%,8%,i,0.8,-1.0%,5%
CCC(=O)NCc1cc(-c2nn(C)c(=O)c3ccccc23)ccc1C,2%,-3%,0.8,82,12%,4%,5%,i,1.6,0.6%,-7%
CC(=O)c1ccc(N2CCN(C(=S)Nc3ccccc3F)CC2)cc1,3%,-1%,1.1,42,5%,-5%,3%,i,0.1,-0.7%,-3%
COc1ccc(Nc2nc(C(=O)NCc3ccco3)cs2)cc1,10%,-2%,0.7,61,-2%,-4%,-1%,i,0.5,-0.6%,-4%
O=C(CCN=C1NS(=O)(=O)c2ccccc21)OCC(=O)c1ccccc1Cl,9%,nt,0.6,54,nt,nt,13%,i,0.5,nt,nt
CCOC(=O)c1c(CN(CC)CC)n(-c2ccccc2)c2ccc(O)cc12,4%,1%,-0.1,113,-2%,-4%,-2%,i,0.1,-0.6%,-4%
CCOc1ccc(NC(=O)Nc2cc(C(C)C)c(O)cc2C)cc1,3%,-6%,3.8,66,-4%,-5%,-6%,?,nt,-0.6%,-3%
Cc1cc(C(F)(F)F)nn1CC(=O)Nc1ccc(Br)c2cccnc12,6%,0%,-0.4,93,10%,4%,-8%,i,0.0,1.4%,7%
O=C(c1ccco1)N1N=C(c2cccs2)CC1c1ccco1 (centres undefined),-3%,0%,-1.2,70,3%,-3%,3%,i,0.5,1.4%,14%
CCCCNC(=O)CNC(=O)c1nn(-c2ccc(OC)cc2)c(=O)c2ccccc12,10%,-4%,-0.4,50,9%,0%,-4%,i,0.5,0.4%,-3%
CC(C)c1ccc(CN2CCSCC2)cc1,14%,-3%,1.2,49,4%,1%,-7%,i,0.2,0.5%,-6%
CSc1ccccc1C(=O)Nc1nc2ccccc2c(=O)[nH]1,7%,-4%,0.0,79,-12%,-3%,-5%,i,0.1,-0.3%,-4%
CCc1ccc(OCc2nnc(SCC(=O)NC3CCCCC3)o2)cc1,5%,-7%,-1.4,51,3%,1%,4%,i,0.5,-1.7%,-3%
CCOc1ccc(Br)cc1S(=O)(=O)Nc1ncn[nH]1,5%,-12%,2.5,35,7%,-8%,11%,i,0.7,0.1%,-3%
CCC(=O)c1ccc(OCC(=O)Nc2cc(S(=O)(=O)N3CCCCC3)ccc2N2CCN(CC)CC2)cc1,7%,nt,0.3,41,nt,nt,-4%,i,1.2,nt,nt
CCCc1[nH]nc2c1C(c1c(C)nn(-c3ccccc3)c1Cl)C(C#N)=C(N)O2 (centres undefined),6%,6%,6.0,55,3%,14%,1%,i,0.1,-1.1%,7%
O=C(NC1CC1)c1c(O)c2ccccc2[nH]c1=O,13%,-4%,-1.0,97,-4%,3%,12%,i,0.4,0.0%,7%
CC(=O)Nc1ccc(S(=O)(=O)N2CCSC2)cc1,11%,-9%,0.9,71,10%,-2%,9%,i,0.4,-0.8%,11%
Cc1ccnc(NC(=O)Nc2cccc(F)c2)n1,4%,5%,0.7,91,-3%,-4%,-4%,i,0.4,-0.5%,-10%
O=C(COC(=O)/C=C/c1ccccc1)NCc1ccccc1Cl,-1%,1%,-1.2,42,16%,8%,-4%,i,0.5,-0.5%,-9%
Cc1noc2ncnc(Oc3ccccc3Cl)c12,6%,-2%,1.0,45,-1%,6%,-5%,i,0.4,-0.5%,0%

# 8 successive compounds from above, quoted:
SMILES,Rac1 GTP hydrolysis,LYP inhibition,NTR1 ag,NTR1 ag cell count 20 µM,GPR55 LPI antagonism,SIAH1 antagonists,Salmonella PhoP GFP,Myeloid diff 2,Myeloid diff 2 GFP+ MAC1+ %,HIV fusion peptide,GPR35 arrestin U2OS
CC(=O)c1ccc(N2CCN(C(=S)Nc3ccccc3F)CC2)cc1,3%,-1%,1.1,42,5%,-5%,3%,i,0.1,-0.7%,-3%
COc1ccc(Nc2nc(C(=O)NCc3ccco3)cs2)cc1,10%,-2%,0.7,61,-2%,-4%,-1%,i,0.5,-0.6%,-4%
O=C(CCN=C1NS(=O)(=O)c2ccccc21)OCC(=O)c1ccccc1Cl,9%,nt,0.6,54,nt,nt,13%,i,0.5,nt,nt
CCOC(=O)c1c(CN(CC)CC)n(-c2ccccc2)c2ccc(O)cc12,4%,1%,-0.1,113,-2%,-4%,-2%,i,0.1,-0.6%,-4%
CCOc1ccc(NC(=O)Nc2cc(C(C)C)c(O)cc2C)cc1,3%,-6%,3.8,66,-4%,-5%,-6%,?,nt,-0.6%,-3%
Cc1cc(C(F)(F)F)nn1CC(=O)Nc1ccc(Br)c2cccnc12,6%,0%,-0.4,93,10%,4%,-8%,i,0.0,1.4%,7%
O=C(c1ccco1)N1N=C(c2cccs2)CC1c1ccco1 (centres undefined),-3%,0%,-1.2,70,3%,-3%,3%,i,0.5,1.4%,14%
CCCCNC(=O)CNC(=O)c1nn(-c2ccc(OC)cc2)c(=O)c2ccccc12,10%,-4%,-0.4,50,9%,0%,-4%,i,0.5,0.4%,-3%

# (further entries)
SMILES,Rac1 GTP hydrolysis,LYP inhibition,NTR1 ag,NTR1 ag cell count 20 µM,GPR55 LPI antagonism,SIAH1 antagonists,Salmonella PhoP GFP,Myeloid diff 2,Myeloid diff 2 GFP+ MAC1+ %,HIV fusion peptide,GPR35 arrestin U2OS
CC(=O)c1c(C)nc(-c2ccc(Cl)cc2)nc1NC(=O)C(C)C,4%,-1%,-1.0,66,10%,1%,3%,i,1.1,1.1%,-9%
Cc1cc(=O)oc2cc(OCCSCCN3CCOCC3)ccc12,8%,-6%,0.9,62,20%,0%,-6%,i,0.6,-3.7%,18%
COc1ccc(C)cc1NS(=O)(=O)c1ccc2c(c1)N(C)CCO2,9%,-6%,0.7,70,2%,1%,0%,i,1.1,0.1%,-3%
CC(C)(C)OC(=O)NCCC(=O)Oc1ccc2ccc(=O)oc2c1,1%,-8%,-0.6,35,18%,2%,0%,i,0.8,2.8%,3%
CCOc1ccc(NC(=O)CN2C(=O)/C(=C3\SC(=S)N(C4CCS(=O)(=O)C4)C3=O)c3ccccc32)cc1 (centres undefined),8%,-10%,nt,nt,3%,-4%,1%,i,0.4,-1.8%,13%
CSc1ccc(NC(N)=S)cc1,4%,-7%,1.0,36,13%,10%,-4%,i,0.3,-1.4%,10%

# Screening data from PubChem.

# The order is random. About 2.4% of those tested had a hit in this group.
